Hsp70 displacement: Hsp70 inhibitors, probe displacement, primary screen, biochemical, fluorescence polarization (AID 583); Heat shock 70 kDa protein 1A (Homo sapiens); displacement, % at 20 µM, or IC50 in µM where a hit was titrated; Hsp70 fluorescence polarization probe displacement, mP; higher % means a stronger effect; 140,000 tested, 0.06% active; in the data active = displacement above about 50%;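 note: plate controls were vehicle for no effect and reference ligand for full effect; a part of the inactive calls stands beside numbers as strong as those of hits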
Rat MKP-3 inhibitors: MKP-3 phosphatase inhibitors, primary screen, biochemical, rat enzyme, in vitro (AID 425); Dual specificity protein phosphatase 6 (Rattus norvegicus); recombinant MKP-3 phosphatase activity, fluorescence; higher % means a stronger effect; inhibition, % at 20 µM, or IC50 in µM where a hit was titrated; 110,000 tested, 0.17% active; in the data active = inhibition above about 50%;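 note: plate controls were vehicle for no effect and reference inhibitor for full effect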
* hit, by the source's call; . = no result given; & = joins results of further samples.

Hsp70 displacement,Rat MKP-3 inhibitors,mol
-3.4%,-3%,N=c1c2c(-c3ccccc3)c(-c3ccccc3)oc2ncn1CCCN1CCOCC1
-4.0%&0.0%,-1%&5%,CCCOC(=O)c1c(N)sc2c1CCC2
0.1%,-8%,COc1cccc(-c2nnc(SCC(=O)N3CC(C)CC(C)C3)o2)c1 (stereo not given)
-2.1%,5%,CCc1ccc2oc(-c3cccc(NC(=O)c4ccc5c(c4)OCCO5)c3)nc2c1
-1.0%,8%,O=C(Nc1cccc(-c2nc3ccccc3o2)c1)c1cc2ccccc2o1
-1.5%,-4%,COc1ccc(N(CC(=O)NCCc2ccccc2)S(C)(=O)=O)c(OC)c1
-0.8%,-6%,O=S(=O)(Cc1ccccc1)N1CCC(c2nc(-c3cccs3)no2)CC1
-0.9%,-5%,CCC(OC(=O)c1cc2sccc2n1C)C(=O)NCc1ccco1 (stereo not given)
-1.1%,1%,CCCCOc1ccc(CN2CCCCC2)cc1
.,-2%,O=C(CSc1nccn1-c1ccccc1)N1CCc2ccccc21
4.1%,.,CN(C)S(=O)(=O)c1c(Cl)cccc1Cl
2.1%,4%,Cc1nnc(SCCn2c(N3CCCC(C)C3)nc3c2c(=O)[nH]c(=O)n3C)s1 (stereo not given)
-1.6%,.,CCCCOP(=O)(OCCCC)C1(NS(=O)(=O)c2ccccc2)C=CC(=O)c2ccccc21 (stereo not given)
1.9%,5%,CC(C)CC(=O)Nc1nc(-c2ccc(Cl)c(Cl)c2)cs1
-1.8%,-9%,CCOc1c(S(=O)(=O)N2CCCC2)ccc(Cl)c1Cl
-1.0%,-1%,Cc1cc(C(F)F)n2ncc(C(=O)N3CCc4ccccc4C3)c2n1
-5.6%,-8%,Cc1ccc(S(=O)(=O)CCc2ccccn2)cc1
0.0%,-6%,COc1cccc(-c2nnc(SCCC(=O)O)n2C)c1
3.4%,-4%,CNc1nc(SCC(=O)OC)nc(N2CCOCC2)n1
4.2%,-4%,Cn1c(SCCOc2ccccc2Cl)nnc1-c1ccncc1
-2.2%,2%,COc1ccc(C(=O)N2CCN(Cc3ccc(OC)c(OC)c3OC)CC2)cc1OC
8.5%,-14%,COCc1cc(=O)n2[nH]c(-c3cccc(Br)c3)cc2n1
3.9%,2%,CCOc1ccc(NC(=O)N2CCC(n3c(=O)[nH]c4ccccc43)CC2)cc1
1.1%,.,Cc1ccccc1C(=O)Nc1cccc(C#N)c1
-4.6%,5%,CC1=C(C(=O)Nc2ccc(Br)cc2)C(c2ccccc2Br)NC(=S)N1 (stereo not given)
0.3%,3%,COc1ccccc1-c1c(C(F)(F)F)oc2c(CN3CCCC3)c(O)ccc2c1=O
.,-10%,O=c1cc(-c2ccccc2)nc(N2CCN(Cc3ccc4c(c3)OCO4)CC2)[nH]1
2.8%,0%,O=C(Nc1ccc2ccccc2c1)c1ccc(C(F)(F)F)cc1
0.8%,-4%,O=C1C(=O)N(CCO)C(c2ccccc2)/C1=C(\O)c1ccccc1 (stereo not given)
1.3%,1%,Cc1cccc(NC(=O)c2c(NC(=O)Cc3ccccc3)sc3c2CCC3)c1
-2.1%,4%,CC1CCC/C(=C(\C#N)c2nc(-c3cc4ccccc4oc3=O)cs2)C1 (stereo not given)
4.3%,-5%,CCOC(=O)N1CCC(Nc2ncnc3c2cnn3-c2ccc(C)cc2C)CC1
.,-3%,CCCCC(CC)Cn1c(N)c(C#N)c2nc3ccccc3nc21 (stereo not given)
4.2%,-1%,CCCCNC(=O)c1nn2cc(Br)cnc2c1Br
-7.7%,3%,O=c1/c(=C/c2ccc(Cl)cc2Cl)sc2nc(-c3ccccc3)nn12
-0.6%,.,CCC(=O)NC(c1cccc([N+](=O)[O-])c1)c1c(OC(C)=O)ccc2ccccc12 (stereo not given)
5.9%,-15%,Cc1c(-c2ccccc2)sc(N)c1C(=O)N1CCOCC1
-1.7%,.,Cn1nc(-c2ccc(OCC(N)=O)cc2)c2ccccc2c1=O
0.1%,1%,CCOC(=O)c1c(NC(=O)c2ccccc2F)sc2c1CCCCC2
8.4%,.,O=C(CSc1nnc(-c2cccs2)n1-c1cccc(Cl)c1)c1cccc2c1OCCO2
0.1%,4%,CCCCOc1cccc(C(=O)Nc2ccc(C(=O)OCCC)cc2)c1
-2.5%,3%,O=C(O)C1C2C=CC(C2)C1C(=O)NCCc1ccccc1 (stereo not given)
7.1%,1%,C=C(C)C1CC=C(C)C(=NNC(=O)c2cccc([N+](=O)[O-])c2)C1 (stereo not given)
4.7%,.,Cc1ccc(NS(=O)(=O)c2ccccc2Cl)c2c1CC(C)(C)O2
2.8%,-5%,COc1ccc(-c2nnc(SCC(=O)Nc3ccc(Cl)cc3)n2C)cc1
4.5%,.,CCCCc1c(C)c(C#N)c2[nH]c3ccccc3n2c1=O
-2.8%,0%,Cc1ccc(C(=O)CC(=O)c2ccccc2)cc1
-7.8%,6%,COCCNC(=O)Cn1nc(C(F)(F)F)c(Cl)c1C
.,8%,COC(=O)c1ccccc1N1C(=O)C2C(C1=O)C1C=CC2C12CC2 (stereo not given)
8.9%,.,O=C(c1cc2sccc2n1Cc1ccc(F)cc1)N1CCN(c2nc3ccccc3s2)CC1
3.6%,-14%,CCOC(=O)C1=C(C)NC(=O)C(C#N)C1c1ccncc1 (stereo not given)
5.3%,1%,COCC(=O)Nc1nc2ccccc2s1
-4.9%,0%,O=C(Nc1nccs1)c1cccc(NC(=O)c2cccs2)c1
-2.7%,6%,COC(=O)C(NC(C)=O)(Nc1ccccc1)C(=O)OC
-4.3%,-6%,Cc1ccccc1S(=O)(=O)Cc1ccc(C(=O)NCCCOC(C)C)o1
4.7%,-5%,O=C(NC1CCCCC1)C(c1ccco1)N(Cc1cccnc1)C(=O)C1COc2ccccc2O1 (stereo not given)
3.7%,-5%,COc1cc2c(cc1NC(=O)COC(=O)Cn1cnc3ccccc31)oc1ccccc12
4.1%,6%,CC(=O)Nc1ccc(C(=O)NC2=NCCS2)cc1
-3.7%,2%,COc1ccc(C(=O)Nc2ccc(NC(=O)c3ccc(Br)cc3)cc2)cc1
-2.4%,-4%,COc1cccc(N2CCN(CC(=O)Nc3nnc(-c4ccccc4)s3)CC2)c1

Following part
Hsp70 displacement,Rat MKP-3 inhibitors,mol
11%,-11%,CCOc1ccccc1-n1nnnc1SCC(=O)Nc1cc(C)on1
6.9%,1%,CCOc1ccc(OCC)c(NC(=O)C2CCCN2S(=O)(=O)c2cccc3cccnc23)c1 (stereo not given)
-2.0%,3%,COc1ccc(C2CC(=O)C3=C(C2)Nc2ccccc2NC3c2ccncc2)cc1OC (stereo not given)
-1.9%,-6%,COc1cccc(-c2nnc3sc(-c4ccco4)nn23)c1
-3.4%,1%,CCCc1cc(=O)[nH]c(SCC(=O)NC(=O)c2ccccc2)n1
2.1%,.,O=C(CCC(=O)c1cccs1)Nc1ccc(F)c(F)c1F
-2.5%,-3%,CC(C)(C)C1=C(C#N)C(c2ccc3c(c2)OCO3)C(C#N)=C(N)O1 (stereo not given)
3.3%,0%,CCOC(=O)C1=C(C)N=c2s/c(=C\c3cc(Br)ccc3OC(C)=O)c(=O)n2C1c1ccccc1 (stereo not given)
-0.2%,0%,CC(C(=O)N1c2ccccc2-c2c(ssc2=S)C1(C)C)N1C(=O)c2ccccc2C1=O (stereo not given)
2.4%,.,Cc1cc(C(=O)CSc2nc(N)cc(=O)[nH]2)c(C)n1CCc1ccc(F)cc1
-1.7%,1%,COCCCNC(=O)C(=O)NC(C)C
-3.0%,-4%,COc1cccc(-c2ccc(=O)n(CC(=O)NCCN3CCOCC3)n2)c1
0.4%,3%,Cc1ccc(/C=C2\SC(N3CCN(C)CC3)=NC2=O)cc1
2.4%,-2%,CCOc1ccc(OCC)c(C2C(C#N)=C(N)Oc3[nH]c(=O)[nH]c(=O)c32)c1 (stereo not given)
1.4%&2.5%,2%,COc1cccc(/C=N/NC(=O)CC2C(=O)NN=C2C)c1O (stereo not given)
0.2%,5%,C=CCN1C(=O)/C(=C\c2ccc(-c3ccccc3[N+](=O)[O-])o2)C(=O)NC1=S
-1.0%,5%,CC(=O)N1C(C(=O)O)CSC1c1ccc(C)cc1 (stereo not given)
-1.3%&2.3%,-2%&-2%,COc1ccccc1N=C(C)C1=C(O)CSC1=O
21%,-1%,CCC1=NN2C(=N)/C(=C/c3ccc(-c4ccc(Cl)cc4)o3)C(=O)N=C2S1
1.9%,.,Cc1cc(C(c2ccc(C)o2)c2ccc(C)o2)c(O)c([N+](=O)[O-])c1
-1.6%,.,CCOC(=O)N1CCC(NC(=O)C2CCN(C(=O)N3CC(C)Oc4ccccc43)CC2)CC1 (stereo not given)
-5.8%,.,CC1(C)OC(c2ccccc2)=C/C(=C/C=Nc2ccccc2)O1
-2.7%,1%,Cc1ccc(S(=O)(=O)c2c(C)nn(C(C)(C)C)c2OC(=O)c2ccco2)cc1
-4.2%,-12%,COc1cc(C(c2sc3nc(C)nn3c2O)N2CCc3ccccc3C2)cc(OC)c1OC (stereo not given)
1.8%,-5%,O=C(CCSc1nnc(-c2ccncc2)o1)Nc1ccccc1
-4.6%,-1%,O=C(NN1CCOCC1)c1cccc(F)c1
9.2%,5%,O=C(O)CNS(=O)(=O)c1ccc2c(c1)C(=O)c1cc(S(=O)(=O)NCC(=O)O)ccc1-2
2.3%,.,Cc1ccc2nc(SCC(=O)N3CCOCC3)[nH]c2c1
-4.0%,2%,COc1ccc(-c2nsc(SCC(=O)Nc3cc(C)on3)n2)cc1
1.4%,2%,NNC(=O)c1cc(-c2ccc(Br)cc2)n[nH]1
2.5%,.,CN(CC(=O)NCc1ccncc1)S(=O)(=O)c1ccccc1
4.7%,.,Cc1ccccc1C(=O)NCc1nnc(SCC(=O)N2CCN(c3ccccc3)CC2)n1C
-0.1%,-2%,CC(C)(C)NS(=O)(=O)c1ccc(CCC(=O)N2CCCCC2)cc1
-1.1%,-5%,Cc1cccc(NCC(O)Cn2cnc3c2c(=O)n(C)c(=O)n3C)c1 (stereo not given)
-5.8%,-3%,C=C(C)Cn1c(=O)c2c(nc3n2CCN3c2cccc(Cl)c2C)n(C)c1=O
-1.0%,.,OC(COCCC12CC3CC(CC(C3)C1)C2)CN1CCCCC1 (stereo not given)

Shown with two lines to a compound: entries from further up.
Each structure is followed by: Hsp70 displacement, Rat MKP-3 inhibitors
N=c1c2c(-c3ccccc3)c(-c3ccccc3)oc2ncn1CCCN1CCOCC1
  -3.4%, -3%
CCCOC(=O)c1c(N)sc2c1CCC2
  -4.0%&0.0%, -1%&5%
COc1cccc(-c2nnc(SCC(=O)N3CC(C)CC(C)C3)o2)c1 (stereo not given)
  0.1%, -8%
CCc1ccc2oc(-c3cccc(NC(=O)c4ccc5c(c4)OCCO5)c3)nc2c1
  -2.1%, 5%
O=C(Nc1cccc(-c2nc3ccccc3o2)c1)c1cc2ccccc2o1
  -1.0%, 8%
COc1ccc(N(CC(=O)NCCc2ccccc2)S(C)(=O)=O)c(OC)c1
  -1.5%, -4%
O=S(=O)(Cc1ccccc1)N1CCC(c2nc(-c3cccs3)no2)CC1
  -0.8%, -6%
CCC(OC(=O)c1cc2sccc2n1C)C(=O)NCc1ccco1 (stereo not given)
  -0.9%, -5%
CCCCOc1ccc(CN2CCCCC2)cc1
  -1.1%, 1%
O=C(CSc1nccn1-c1ccccc1)N1CCc2ccccc21
  ., -2%
CN(C)S(=O)(=O)c1c(Cl)cccc1Cl
  4.1%, .
Cc1nnc(SCCn2c(N3CCCC(C)C3)nc3c2c(=O)[nH]c(=O)n3C)s1 (stereo not given)
  2.1%, 4%
CCCCOP(=O)(OCCCC)C1(NS(=O)(=O)c2ccccc2)C=CC(=O)c2ccccc21 (stereo not given)
  -1.6%, .
CC(C)CC(=O)Nc1nc(-c2ccc(Cl)c(Cl)c2)cs1
  1.9%, 5%
CCOc1c(S(=O)(=O)N2CCCC2)ccc(Cl)c1Cl
  -1.8%, -9%
Cc1cc(C(F)F)n2ncc(C(=O)N3CCc4ccccc4C3)c2n1
  -1.0%, -1%
Cc1ccc(S(=O)(=O)CCc2ccccn2)cc1
  -5.6%, -8%
COc1cccc(-c2nnc(SCCC(=O)O)n2C)c1
  0.0%, -6%
CNc1nc(SCC(=O)OC)nc(N2CCOCC2)n1
  3.4%, -4%
Cn1c(SCCOc2ccccc2Cl)nnc1-c1ccncc1
  4.2%, -4%

Next compounds follow.
Hsp70 displacement,Rat MKP-3 inhibitors,mol
0.4%,-4%,COCc1cc(C)nc(Nc2cc(C)ccc2C)c1C#N
6.9%,-11%,COc1ccc(Cn2nnnc2C(C(C)C)N2CCN(c3ccccc3OC)CC2)cc1 (stereo not given)
-0.8%,.,O=C(CSCc1ccccc1)N1CCN(Cc2ccc3c(c2)OCO3)CC1
-2.9%,.,CC(=O)Nc1sc2c(c1C(c1ccccc1)N1CCOCC1)CCCC2 (stereo not given)
-2.5%,4%,CC12CCC3C(CCC4CCCCC43C)C1CC/C2=N\O (stereo not given)
5.0%,-1%,CS(=O)(=O)N(CC(=O)Nc1ccc(Cl)cc1)c1cccc(Cl)c1
-0.4%,-2%,COc1ccc2c3c([nH]c2c1)C(=O)CCC3
-0.7%,-1%,CCN1CCN(C(=O)c2cc3c(=O)n(C)c4ccccc4c3n2C)CC1
-2.3%,16%,CCCCc1c(C)nn(-c2nnc3c4ccccc4n(C)c3n2)c1C
-0.5%,.,OC(CNCC1CCCO1)Cn1c2ccc(Cl)cc2c2cc(Cl)ccc21 (stereo not given)

Only part of the results is shown. The share of hits here may be higher or lower than overall.
